High-throughput results from PubChem BioAssay.
GSIS activator = GLuc luminescence reporter in INS-1E cells, primary screen for activators of glucose-dependent secretion of insulin; INS-1E GLuc reporter insulin secretion, 2-3 h; activation, % at 16.6 µM; hit rate 0.61% among 370,000; AID 743287, 2014;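 active = lowest replicate activation of at least 40%, so every replicate reaches that level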;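 also: 0% = median of neutral control wells and 100% = median of IBMX positive control wells; some compounds called inactive have numbers as strong as hits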
DENV2 CPE rescue = inhibitors of DENV2 cytopathic effect, primary screen, cell-based, plate reader, single concentration. hit rate 1.7% among 350,000. DENV2-infected cells, cytopathic effect rescue. CPE inhibition, % at 9.99 µM; in the data active = CPE inhibition above about 20%, passing the limit was not always enough; inconclusive = no clear call, values can overlap the other calls; tested in BHK-21 cells;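 also: 0% = median of neutral control wells and 100% = median of positive control wells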
RAD54 inh = inhibitors of human RAD54 branch migration, primary screen, biochemical, fluorescence, single point; RAD54 Holliday junction branch migration, FAM/BHQ fluorescence; inhibition, % at 10.4 µM; hit rate 0.14% among 360,000; AID 602329, 2012;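 active = mean normalized replicate activity at least 40 and at least half of replicates scoring 40 or more; inconclusive = only one of the two criteria met; inactive = mean below 40 and under half of replicates reaching 40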;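 also: 0% = median of neutral control wells and 100% = median of positive control wells; inhibitors cause a drop in the FAM fluorescence signal; in these data hits start at about 50%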
F508del corr = F508del CFTR correction, initial screen, CFBE line, single point. CFBE cells, YFP halide quenching; stimulated with forskolin plus potentiator P3; % fluorescence drop versus neutral controls. activity (quench increase), % at 7.58 µM. hit rate 0.36% among 350,000;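 active = mean added fluorescence quench of at least 8% versus neutral control, with both replicates also reaching 8%; inconclusive = only one of the mean or replicate conditions met; inactive = mean below 8% and not both replicates reaching 8%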;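 also: cells transiently co-express mutant CFTR-F508del with the halide-sensitive YFP; corrector assay measuring rescue of mutant channel to the surface after 24 h compound exposure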
Xi reactivation = activators of inactive X chromosome reactivation, primary screen, imaging, XiGFP fibroblasts, GFP high-content imaging, set 2; hit rate 0.055% among 360,000; XiGFP mouse fibroblasts, % GFP-positive cells imaging, 3 d; cells co-treated with 5-aza-dC sensitizer; scaled so ellipticine positive control = 100%; AID 743238, 2013; activation, % at 7.58 µM;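 active = mean normalized replicate activation at least 10% and every replicate at or above 10%; inconclusive = only one of the two criteria met; inactive = mean below 10% and not all replicates reach 10%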;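 also: 0% = median of on-plate neutral control wells and 100% = ellipticine 6 µM median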
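Material: XiGFP fibroblasts, SV40-immortalized; Buffer or medium: DMEM containing 5-aza-dC; Compound dosing: single point; Times: 3 days compound exposure.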
RAD52 inh = RAD52 DNA annealing inhibitors, primary screen, biochemical, FRET, single point, set 2; hit rate 0.46% among 360,000; inhibition, % at 18.7 µM; recombinant RAD52 DNA annealing, FRET fluorescence; AID 651710, 2012; DNA repair protein RAD52 homolog (Homo sapiens), P43351;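 active = every replicate showing at least 50% inhibition; inconclusive = mean inhibition at least 50% but not in every replicate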
Target sequence (P43351 whole entry, looked up): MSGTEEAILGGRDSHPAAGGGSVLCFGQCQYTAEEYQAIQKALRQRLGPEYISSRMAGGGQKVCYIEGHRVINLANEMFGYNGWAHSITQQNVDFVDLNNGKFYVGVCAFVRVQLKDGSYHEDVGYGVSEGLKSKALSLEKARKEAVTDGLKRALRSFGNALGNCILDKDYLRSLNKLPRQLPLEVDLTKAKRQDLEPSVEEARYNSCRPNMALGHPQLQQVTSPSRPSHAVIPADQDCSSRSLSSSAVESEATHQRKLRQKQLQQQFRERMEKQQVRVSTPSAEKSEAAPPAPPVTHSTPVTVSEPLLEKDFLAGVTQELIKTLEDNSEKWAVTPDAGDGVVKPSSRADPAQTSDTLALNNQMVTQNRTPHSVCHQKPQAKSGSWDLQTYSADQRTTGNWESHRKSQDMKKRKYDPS
CASP6 VEID inh = human caspase-6 inhibitors, primary screen, biochemical, VEID-R110 fluorescence, single point, set 2 | P55212 | purified caspase-6, Z-VEID-R110 cleavage fluorescence | inhibition, % at 12.5 µM | hit rate 0.53% among 350,000 | AID 686996, 2013;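 active = mean inhibition across replicates at least about 35%, with every replicate also reaching that limit, limit read from the data; inconclusive = only one of the two criteria met; inactive = neither criterion met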;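 also: 0% = median of neutral control wells and 100% = no fluorescence left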
Target sequence (P55212 24-179 limits assumed): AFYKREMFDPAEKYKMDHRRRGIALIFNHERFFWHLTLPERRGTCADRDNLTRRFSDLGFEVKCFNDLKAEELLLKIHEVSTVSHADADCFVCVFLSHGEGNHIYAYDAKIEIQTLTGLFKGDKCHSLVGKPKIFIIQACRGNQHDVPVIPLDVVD
Target sequence (P55212 194-293 limits assumed): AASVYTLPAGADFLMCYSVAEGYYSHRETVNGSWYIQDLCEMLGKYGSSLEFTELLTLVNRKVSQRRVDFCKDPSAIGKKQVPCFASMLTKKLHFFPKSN
E-selectin induc = E-selectin induction in HUVECs, primary screen, imaging, HUVEC, immunofluorescence imaging, single point; hit rate 0.37% among 260,000; activation, % at 7.58 µM; P16581; AID 686992, 2013; normalized: neutral wells 0, TNF-alpha wells 100;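 active = mean E-selectin-positive cell signal at least 10% of the positive control, reached in at least 60% of replicates, without over 20% cell loss; inconclusive = no rule given, readout overlaps actives, possibly toxicity-flagged; inactive = the rest, including those meeting only one limit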;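 also: in these data hits start at about 27%; measured in HUVEC primary endothelial cells; signal is the percent of cells scored E-selectin positive by PE staining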
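Read-out: % PE-positive cells | Test system: HUVEC | Doses: One compound dose added by pin transfer | Buffer or medium: EGM-2 over gelatin coat | Signal: Immunofluorescence imaging | Benchmarks: TNF-alpha, DMSO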
Numbers without * were called inactive; ? = inconclusive; / = no result given. The order is random; 3.7% or so of the library scored in one or more.

SMILES | GSIS activator | DENV2 CPE rescue | RAD54 inh | F508del corr | Xi reactivation | RAD52 inh | CASP6 VEID inh | E-selectin induc
C[C@H](CO)N1C[C@H](C)[C@@H](CN(C)C(=O)c2cnccn2)Oc2ncc(C#CCN(C)C)cc2C1=O | 13 | 0 | 3 | -3.1 | -1.2 | -12 | -2 | -0.3
O=C(O)Cn1c(=O)c2c3c(sc2n(Cc2ccc(F)cc2)c1=O)CCCC3 | 10 | -5 | 4 | -2.2 | -0.1 | -15 | 5 | 0.2
COc1cccc(NC(=O)N2CC3(C2)[C@@H](c2ccccc2)[C@@H](CO)N3C(C)=O)c1 | -4 | 5 | / | 0.2 | 0.1 | -4 | 1 | 0.7
Cc1cccc2c(C(=O)O)cc(-c3cccnc3)nc12 | -5 | -1 | -4 | 0.7 | 0.1 | -12 | -6 | /
CC(CC(=O)Nc1ccc(Br)cc1F)S(=O)(=O)c1ccc2c(c1)NC(=O)CO2 (centres undefined) | -15 | 4 | -12 | -0.9 | 0.0 | -2 | 1 | 8.0
CC(CCc1ccccc1)NC(=O)CN1CCN(c2ccccc2)CC1 (centres undefined) | -4 | 5 | 4 | -3.0 | 0.0 | 1 | 0 | 1.1
NC(=S)n1[nH]c(-c2ccc([N+](=O)[O-])cc2)c(N=Nc2cccc(Cl)c2)c1=O | -20 | -2 | / | -0.5 | 0.0 | -4 | 2 | /
O=C(C[C@@H]1CC[C@H]2[C@@H](COC[C@@H](O)CN2C(=O)c2cnccn2)O1)N1CCN(c2ccccc2)CC1 | 4 | 7 | 7 | 1.5 | 0.3 | -35 | -1 | -0.1
CN(CC(=O)Nc1ccccc1Br)C(=O)c1cccnc1Nc1cccc(C(F)(F)F)c1 | -9 | 10 | -4 | 2.4 | 0.0 | -6 | 1 | -0.7
Cc1cc(C)cc(OCC(=O)N(Cc2ccc(N(C)C)cc2)C2CCS(=O)(=O)C2)c1 (centres undefined) | 9 | 18 | / | 2.1 | 0.2 | -15 | 2 | 11
COC(=O)C[C@H]1CC[C@@H]2[C@H](COc3ccc(NC(=O)Cc4cccs4)cc3C(=O)N2C)O1 | 1 | 16 | -8 | / | 0.1 | -8 | 3 | -0.1
O=C(C(=O)N1CCC(Cc2ccccc2)CC1)c1ccccc1Br | / | -16 | / | 2.8 | 0.9 | 9 | -5 | -0.1
CCOC(=O)C1CCCN(C(=O)c2cccc(NC(=O)C(CC)CC)c2)C1 (centres undefined) | -7 | 6 | / | -0.4 | 0.3 | -9 | -5 | 0.0
CCN(CC)C(=O)Cn1cc(C(=O)C(=O)NCC2COc3ccccc3O2)c2ccccc21 (centres undefined) | -5 | 0 | / | 1.8 | 0.0 | -165 | 6 | 0.2
CCC1(C)Cc2nc3[nH]c(=S)n(-c4ccccc4C)c(=O)c3cc2CO1 (centres undefined) | 5 | -6 | / | -1.1 | 0.0 | 4 | -6 | 1.8
COc1ccc2c(c1)oc(=O)c1c3ccccc3[nH]c21 | 8 | 4 | -1 | 3.7 | 0.1 | -14 | 3 | /
CCN(C(C)=O)c1ccc(Oc2nc(OC)cc(OC)n2)cc1 | -6 | -6 | / | 3.7 | -0.1 | 16 | 3 | /
O=C1CC(c2ccccc2Oc2cccc(Cl)c2)C(n2cncn2)C(=O)C1C1NCCc2ccccc21 (centres undefined) | 3 | 13 | / | -1.9 | 0.1 | -7 | 7 | 9.2
O=C(CCC(=O)OCc1ccc([N+](=O)[O-])cc1)Nc1ccccc1Cl | 7 | -3 | / | -0.5 | 0.5 | -18 | 1 | /
CN1c2ccc(-c3cccc(C#N)c3)cc2[C@H]2[C@H](CCN2C(=O)CN2CCOCC2)[C@H]1CO | 15 | -1 | 0 | 2.7 | 0.0 | -12 | 1 | 0.1
C[C@H](CO)N1C[C@H](C)[C@H](CN(C)S(=O)(=O)c2ccccc2)Oc2c(NC(=O)Nc3cccc4ccccc34)cccc2C1=O | 4 | -6 | / | 0.3 | 0.2 | 11 | -2 | 0.9
CCN(CC)C(=O)C12CC3CC(CC(Cl)(C3)C1)C2 | 12 | 3 | / | / | 2.5 | -3 | -3 | -0.2
CC(C)NC(=O)COc1cccc2ccccc12 | 2 | 5 | / | -2.7 | -0.1 | 2 | 4 | 0.1
Cc1[nH]c2ccc(C(=O)NCCCN3CCCC3)cc2c1C | 14 | 2 | -2 | 1.6 | 0.0 | 2 | -25 | /
CCN1CCN(C(=O)c2ccccc2NC(=O)c2ccc(Cl)cc2)CC1 | 4 | -3 | -4 | -1.7 | 0.0 | 6 | 0 | 0.4
CCCNC(=O)N(C)C[C@@H]1Oc2ncc(C#CCc3ccccc3)cc2C(=O)N([C@@H](C)CO)C[C@@H]1C | -22 | ? | 7 | -1.3 | 0.0 | 3 | 2 | 6.0
COc1ccc(NC(=O)Nc2ccc3c(c2)C(=O)N([C@H](C)CO)C[C@@H](C)[C@H](CN(C)S(C)(=O)=O)OCCCC[C@@H](C)O3)cc1 | -8 | 3 | -1 | 0.1 | -0.3 | 4 | 5 | -0.1
O=C1NC(c2cccc(Br)c2)=N/C1=C\c1ccco1 | -9 | 1 | / | / | -0.1 | -6 | 22 | 0.8
O=C(/C=C/c1cccc(F)c1)NCCCn1ccnc1 | -11 | -3 | -11 | -1.3 | 0.0 | -5 | -40 | -0.1
COc1ccc(CCNC(=O)CSC2=NS(=O)(=O)c3ccccc3N2)cc1OC | 25 | 82* | 8 | 3.8 | 0.1 | -1 | -1 | /
C[C@H]1CN([C@@H](C)CO)C(=O)Cc2cc(NC(=O)CCCN(C)C)ccc2O[C@@H]1CN(C)C(=O)NC1CCCCC1 | 13 | 2 | 15 | -2.9 | 0.0 | -20 | -1 | -1.4
C[C@@H]1CCCCO[C@@H](CN(C)S(=O)(=O)c2cn(C)cn2)[C@H](C)CN([C@@H](C)CO)C(=O)c2cc(NC(=O)Cc3ccccc3)ccc2O1 | 2 | -15 | -14 | 1.4 | -0.9 | / | / | -0.1
Clc1ccc(N2CCN(c3ccnc(Cl)n3)CC2)cc1 | -13 | ? | / | 0.3 | 0.3 | -10 | -1 | /
CCC(=O)Nc1ccc2c(c1)C(=O)N(C)C[C@H](OC)[C@H](C)CN(Cc1nccs1)[C@H](C)CO2 | 0 | / | / | 0.6 | 0.1 | / | / | -0.2
COc1ccc(C2CC2/C(=N/O)c2ccccc2)cc1 (centres undefined) | -3 | -7 | / | 3.1 | 0.0 | -15 | 3 | /
CN(C)c1cc(N/N=C/c2ccccc2C(F)(F)F)nc(N(C)C)n1 | 16 | 11 | -1 | -0.8 | 0.2 | -8 | -1 | 0.2
CCOc1ccc(CCNC(=O)CCS(=O)(=O)c2ccc(C)cc2)cc1OCC | 6 | 3 | -5 | 2.3 | 0.1 | -14 | 1 | -0.1
O=C(Nc1ccc(Cl)c(Cl)c1)c1ccc(Cl)c(Cl)c1 | -5 | 10 | -4 | -1.8 | 0.0 | -12 | -6 | 0.5
CCOc1ccc(S(=O)(=O)NC2CCCCC2C)cc1 (centres undefined) | -33 | -8 | 9 | 3.3 | 0.2 | -14 | 0 | 0.4
COc1cc(/C=C(\C#N)c2nc3ccccc3[nH]2)ccc1OC(=O)c1ccco1 | / | 8 | / | / | 0.2 | -53 | 1 | 1.8

3 compounds from above, ordered by their value in CASP6 VEID inh, falling.
compound	GSIS activator	DENV2 CPE rescue	F508del corr	RAD52 inh	CASP6 VEID inh
COc1ccc(C2CC2/C(=N/O)c2ccccc2)cc1 (centres undefined)	-3	-7	3.1	-15	3
COc1cc(/C=C(\C#N)c2nc3ccccc3[nH]2)ccc1OC(=O)c1ccco1	/	8	/	-53	1
Clc1ccc(N2CCN(c3ccnc(Cl)n3)CC2)cc1	-13	?	0.3	-10	-1

Additional entries follow.
SMILES | GSIS activator | DENV2 CPE rescue | RAD54 inh | F508del corr | Xi reactivation | RAD52 inh | CASP6 VEID inh | E-selectin induc
CN1CCc2c(sc3nc(SCC(=O)N4CCCCC4)n(-c4ccccc4)c(=O)c23)C1 | -6 | 0 | 22 | -3.3 | 0.3 | 2 | -2 | /
O=C(Nc1cc(Cl)ccc1N1CCOCC1)c1ccc(N2CCCC2=O)cc1 | 7 | -3 | / | -1.4 | 0.0 | 8 | -8 | 0.2
O=C(NCc1cccs1)C(=O)c1cn(CC(=O)N2CCCC2)c2ccccc12 | -6 | 12 | -3 | -6.2 | -0.1 | -51 | 2 | 6.4
C[C@H](CO)N1C[C@H](C)[C@@H](CN(C)S(C)(=O)=O)OCCCC[C@H](C)Oc2ccc(N(C)C)cc2C1=O | -1 | / | / | -0.2 | -0.4 | / | / | 0.3
CCOc1ccc(S(=O)(=O)NCCC(=O)NCC2(N3CCCCC3)CCCCC2)cc1 | 12 | 7 | 6 | -0.3 | 0.2 | -5 | 50* | 0.5
O=C(CSc1ccc(-c2ccncc2)nn1)c1ccc(Cl)cc1 | 0 | 7 | / | 2.4 | 0.2 | -4 | 0 | 1.1
Nc1ccc(C(=O)c2cccs2)cc1[N+](=O)[O-] | 5 | -5 | / | 0.0 | -0.1 | -14 | 0 | 1.3
COc1ccc2nc(C)c(C(=O)NN)cc2c1 | -9 | / | 7 | / | -0.1 | / | / | 0.0
CC(C)C#Cc1ccc2c(c1)O[C@H](CN(C)Cc1ccccn1)[C@@H](C)CN([C@H](C)CO)S2(=O)=O | -15 | -3 | -9 | -1.5 | 0.0 | 7 | 1 | 0.1
COc1ccc(C(=O)Oc2cccc(Nc3ncnc4ccccc34)c2)cc1OC | -27 | / | 6 | 0.0 | 0.1 | / | / | 1.6
NC(=S)NN=C(c1ccccc1)c1ccccc1 | 15 | -2 | 7 | 0.9 | -0.1 | 2 | 1 | /
COCC(=O)Nc1ccc2c(c1)C(=O)N(C)C[C@@H](OC)[C@H](C)CN(C(=O)c1ccccc1F)[C@H](C)CO2 | -7 | 12 | -11 | 1.2 | -0.5 | -17 | 0 | 0.2
COc1cc(OC)c(NC(=O)CNC(=O)Cn2ccc3ccccc3c2=O)cc1Cl | 2 | -7 | 4 | 0.9 | -0.1 | -3 | -2 | -0.1
COc1cccc(NC(=O)C(c2ccccc2)N2CCCCC2)c1 (centres undefined) | 3 | 1 | / | -2.2 | 0.2 | -13 | -3 | 1.6
CO[C@@H]1CN(C)C(=O)c2ccc(NC(=O)NC(C)C)cc2OC[C@@H](C)N(CCC(F)(F)F)C[C@H]1C | -15 | -7 | 2 | 2.2 | 0.0 | 11 | 0 | -0.1
Cc1ccc(NS(=O)(=O)c2ccc(Br)s2)nc1 | -9 | 0 | / | 0.1 | 0.1 | -30 | 37* | /
Nc1nnc(CSCc2ccccc2Cl)s1 | / | -3 | -1 | 0.2 | 0.0 | -2 | 2 | /
CCC(=O)Nc1ccc2c(c1)C(=O)N(C)[C@H]1CC[C@@H](CC(=O)NCc3ccc(OC)cc3)O[C@H]1CO2 | -2 | -9 | -4 | -1.1 | 0.3 | 10 | 3 | -0.1
Cc1ccccc1C(C)NS(=O)(=O)c1ccc2c(c1)OCCO2 (centres undefined) | 22 | 7 | -3 | 1.4 | -0.4 | -2 | -2 | /
